Screening results (PubChem BioAssay)
CHO-K1 Ca ag: nonselective activator or artifact in parental CHO-K1 cells; hit rate 0.48% among 360,000; activation, % at 3 µM; Fluo-8 calcium fluorescence; scaled to maximal ATP response, vehicle zero; in the data active = activation above about 15%;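 note: untransfected CHO-K1 host cells lacking M1 receptor as counterscreen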
M4 antag: blocks acetylcholine activation of human M4 receptor; P08173; CHO-hM4 cells, ACh EC80, Fluo-8 calcium fluorescence; inhibition, % at 3 µM; hit rate 0.73% among 360,000;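 active = inhibition above its plate's cutoff, the mean inhibition of sample wells plus 3 SD, cut at about 27% in these data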;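 note: 0% = acetylcholine EC80 with DMSO and 100% = DMSO without agonist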
Target sequence (P08173 whole entry, looked up): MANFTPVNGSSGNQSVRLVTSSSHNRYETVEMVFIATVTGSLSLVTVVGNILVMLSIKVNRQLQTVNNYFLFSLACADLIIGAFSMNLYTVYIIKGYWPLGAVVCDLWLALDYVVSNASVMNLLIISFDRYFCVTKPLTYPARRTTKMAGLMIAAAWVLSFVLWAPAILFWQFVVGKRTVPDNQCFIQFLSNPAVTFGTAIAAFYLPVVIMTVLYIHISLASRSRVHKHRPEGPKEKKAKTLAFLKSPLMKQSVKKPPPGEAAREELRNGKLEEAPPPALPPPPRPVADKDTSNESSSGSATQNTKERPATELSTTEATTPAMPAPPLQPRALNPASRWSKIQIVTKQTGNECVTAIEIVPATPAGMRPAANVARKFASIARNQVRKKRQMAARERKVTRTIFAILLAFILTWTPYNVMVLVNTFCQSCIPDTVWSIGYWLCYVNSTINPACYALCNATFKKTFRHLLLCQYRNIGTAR
M4 ag: CHRM4 agonism in calcium assay | P08173 | CHO-K1 hM4/Gqi5, Fluo-8 calcium fluorescence; vehicle 0%, full acetylcholine response 100% | activation, % at 3 µM | hit rate 0.14% among 360,000;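 active = activation above the run mean over all test wells plus 3 SD, cut at about 32% in these data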;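 note: peak over basal fluorescence ratio per well then scaled between controls; 0% = DMSO wells and 100% = acetylcholine at EC100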
CHRM4 PAM: CHRM4 positive allosteric modulation; P08173; activation, % at 3 µM; hit rate 0.4% among 360,000; CHO-K1 hM4/Gqi5, Fluo-8 calcium fluorescence, ACh EC20; 0% = ACh EC20, 100% = maximal ACh;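 active = activation above its plate's cutoff, the mean activation of sample wells plus 3 SD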; note: some results filed as inactive read as strong as hits
M5 PAM: potentiates acetylcholine response at human M5 receptor | P08912 | CHO-K1 hM5, Fluo-8 calcium, ACh EC20 PAM; 0% = ACh EC20, 100% = ACh EC100 | activation, % at 3 µM | hit rate 0.3% among 360,000 | AID 624038;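 active = activation above the run cutoff, the mean activation of all test compounds plus 3 SD, cut at about 18% in these data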
Target sequence (P08912 whole entry, looked up): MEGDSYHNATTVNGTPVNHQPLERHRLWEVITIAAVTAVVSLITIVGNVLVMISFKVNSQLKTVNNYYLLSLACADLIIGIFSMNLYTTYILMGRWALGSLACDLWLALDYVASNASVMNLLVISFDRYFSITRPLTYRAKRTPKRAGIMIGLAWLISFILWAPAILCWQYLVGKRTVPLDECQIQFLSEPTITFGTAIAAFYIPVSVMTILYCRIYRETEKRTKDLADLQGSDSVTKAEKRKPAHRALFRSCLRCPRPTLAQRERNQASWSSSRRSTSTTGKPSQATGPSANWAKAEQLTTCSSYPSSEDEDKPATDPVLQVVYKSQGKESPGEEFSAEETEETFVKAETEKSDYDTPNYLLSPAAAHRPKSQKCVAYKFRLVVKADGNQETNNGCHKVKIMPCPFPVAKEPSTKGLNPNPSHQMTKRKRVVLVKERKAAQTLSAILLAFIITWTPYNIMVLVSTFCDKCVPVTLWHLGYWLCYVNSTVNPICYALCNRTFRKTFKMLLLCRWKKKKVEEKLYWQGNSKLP
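System – CHO-K1 hM5 cells · Compound – 3 µM, single dose · Incubation – compound preincubation 140 s before EC20 acetylcholine addition · Technique – Fluo-8 calcium fluorescence · Measure – Max/basal fluorescence ratio as % of EC20–EC100 ACh window · Benchmarks – low control EC20 acetylcholine (0%), high control EC100 acetylcholine (100%) · Replication – singlicate, one well per test compound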
CHO-K1 Ca antag: counter-screen for M1 antagonists: effect in parental CHO-K1 cells; ATP-induced calcium, Fluo-8 fluorescence; inhibition, % at 3 µM; hit rate 0.6% among 360,000; AID 602250;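 active = inhibition above a per-plate cutoff, the plate's mean sample inhibition plus 3 SD, cut at about 24% in these data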;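 note: 0% = DMSO plus EC80 ATP and 100% = DMSO alone without ATP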
CHRM5 agonist: CHRM5 agonism in calcium assay; CHO-K1 hM5 cells, Fluo-8 calcium fluorescence; 0% DMSO wells, 100% maximal acetylcholine response; hit rate 0.19% among 360,000; AID 624037; activation, % at 3 µM;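 active = activation above the run's mean over test compounds plus 3 SD, cut at about 23% in these data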;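 note: signal is peak over basal fluorescence ratio across the kinetic read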
CHRM5 antagonist: antagonists of human muscarinic M5 receptor (CHRM5). P08912. hit rate 0.59% among 360,000. CHO-hM5 cells, Fluo-8 calcium fluorescence, ACh EC80. inhibition, % at 3 µM;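 active = inhibition above a per-plate cutoff, the mean of that plate's test compounds plus 3 SD, cut at about 27% in these data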;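 note: 0% = acetylcholine EC80 with DMSO and 100% = DMSO without agonist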
M1 PAM parental: nonselective activator or artifact in parental CHO-K1 calcium assay. ATP EC20, Fluo-8 calcium fluorescence; 0% at ATP EC20, 100% at ATP max. activation, % at 3 µM. hit rate 0.02% among 360,000. AID 602247;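 active = activation above the run cutoff, the mean activation of all test compounds plus 3 SD, cut at about 40% in these data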;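 note: peak over basal fluorescence ratio in a 140 s read after ATP addition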
Starred values were filed as active, the others as inactive.

No.	mol	CHO-K1 Ca ag	M4 antag	M4 ag	CHRM4 PAM	M5 PAM
1	COc1ccccc1NC(=O)CSc1nnc(-c2ccccn2)o1	0.9	-21	2	8	-5
2	O=C1CN(C(=O)c2ccccc2F)C(c2ccc(F)cc2)c2cc(F)ccc2N1 (stereo unspecified)	4.2	-17	7	2	-6
3	Cc1c(NC(=O)COC(=O)Cn2cc(C(F)(F)F)ccc2=O)cccc1[N+](=O)[O-]	1.6	-13	3	16	0
4	C[C@@H](CN1C2=NC[C@H](Cc3ccc(O)cc3)N2C[C@H]1Cc1ccc(O)cc1)NC(=O)CCC1CCCCC1	-0.2	8	0	-8	13
5	Cc1ccccc1NC(=O)CSc1nc2ccccc2c(=O)n1CC1CCCO1 (stereo unspecified)	0.9	4	1	-4	-5
6	CCOc1ccccc1-n1c(SCC(=O)Nc2nccs2)nnc1-c1ccoc1C	-0.4	5	1	5	10
7	CN(C)CCSc1nnc2[nH]c3ccccc3c2n1	-0.4	-2	1	19	6
8	O=C(c1ccccc1Cl)N1CCC(n2cccc2)CC1	2.8	4	13	-4	-1
9	CC(C)N1CCN(Cc2ccc(OCc3ccccc3)cc2)CC1CCO (stereo unspecified)	3.0	8	3	-43	-8
10	Cc1ccc([C@H]2N[C@]3(CCCN(Cc4ccco4)C3=O)[C@H]3C(=O)N(Cc4ccccc4)C(=O)[C@@H]23)cc1	-0.4	-7	1	1	1
11	Cc1ccc(CNC(=O)CSc2nc(=O)n3ccccc3n2)cc1	0.1	0	0	1	-7
12	O=C(NC(=S)N(CCCCO)C1CCCCC1)c1sc2ccccc2c1Cl	1.4	-12	3	-4	-5

No.	CHO-K1 Ca antag	CHRM5 agonist	CHRM5 antagonist	M1 PAM parental
1	-8	-1	2	-7
2	-3	-1	2	-2
3	-21	2	10	5
4	-6	-9	-7	-3
5	-18	2	20	23
6	-1	-7	1	-2
7	1	0	4	-7
8	0	-3	7	14
9	-10	-19	9	16
10	9	-1	-9	-4
11	-2	0	5	-19
12	-21	-2	8	28

One compound at a time, as listed above:
`Cc1c(NC(=O)COC(=O)Cn2cc(C(F)(F)F)ccc2=O)cccc1[N+](=O)[O-]` is listed with CHO-K1 Ca ag = 1.6; M4 antag = -13; M4 ag = 3; CHRM4 PAM = 16; M5 PAM = 0; CHO-K1 Ca antag = -21; CHRM5 agonist = 2; CHRM5 antagonist = 10; M1 PAM parental = 5
`O=C1CN(C(=O)c2ccccc2F)C(c2ccc(F)cc2)c2cc(F)ccc2N1` (stereo unspecified) is listed with CHO-K1 Ca ag = 4.2; M4 antag = -17; M4 ag = 7; CHRM4 PAM = 2; M5 PAM = -6; CHO-K1 Ca antag = -3; CHRM5 agonist = -1; CHRM5 antagonist = 2; M1 PAM parental = -2

The list continues:
No.	mol	CHO-K1 Ca ag	M4 antag	M4 ag	CHRM4 PAM	M5 PAM
13	N=c1cc(C2(O)CCCCC2)n2c(nc3ccccc32)s1	-0.2	11	1	2	-1
14	O=C(NC[C@@H]1CCCO1)c1cccc2c1C(=O)c1ccc(N3CCOCC3)cc1S2(=O)=O	6.3	9	21	-12	-27
15	C=CCc1c(C)c(C#N)c2nc3ccccc3n2c1NCCN(C)C	0.1	15	1	6	7
16	O=S(=O)([N-]c1nc2ccccc2nc1-n1cc[n+](Cc2ccccc2)c1)c1ccc(Cl)cc1	0.6	6	0	-5	-4
17	COc1ccc(OC)c(NC(=O)c2ccc(NS(C)(=O)=O)cc2)c1	0.5	-3	1	1	-2
18	C[C@@H]1CN([C@H](C)CO)C(=O)c2c(c3ccccc3n2C)-c2ccccc2CO[C@H]1CN(C)Cc1ccc(C(F)(F)F)cc1	-0.2	-20	0	3	1
19	COc1ccc2nc(COC(=O)c3ccco3)c(C(C)=O)[n+]([O-])c2c1	1.1	-4	1	-3	-1
20	CCOC(=O)N1CCN(Cc2c(F)cccc2Cl)CC1	0.3	3	-1	-1	-7
21	O=C(NCc1ccc(F)cc1)c1c2c(nc3ccccc13)CCN(Cc1ccccc1)C2	2.5	-3	5	2	1
22	CC1CN(Cc2nc3c(c(=O)n(C)c(=O)n3C)n2CC(O)CO)CC(C)O1 (stereo unspecified)	-0.2	15	0	-5	2
23	NS(=O)(=O)c1cc(C(=O)O)cc(N2CCCC2)c1Oc1ccccc1	-0.3	-1	1	3	5
24	O=C(Nc1nc2ccccc2[nH]1)c1cccc([N+](=O)[O-])c1	0.3	-3	3	9	1

No.	CHO-K1 Ca antag	CHRM5 agonist	CHRM5 antagonist	M1 PAM parental
13	8	2	3	3
14	-1	7	6	-10
15	3	-4	-3	0
16	-3	-2	10	15
17	-1	2	-2	10
18	3	0	0	8
19	-5	0	-1	13
20	-6	-1	-1	-6
21	-3	0	-3	19
22	-3	-2	-2	-4
23	5	0	-2	2
24	10	2	10	-13

In the list so far, 2 contain a nitro group on carbon.
No.	mol	CHO-K1 Ca ag	M4 antag	M4 ag	CHRM4 PAM	M5 PAM
3	Cc1c(NC(=O)COC(=O)Cn2cc(C(F)(F)F)ccc2=O)cccc1[N+](=O)[O-]	1.6	-13	3	16	0
24	O=C(Nc1nc2ccccc2[nH]1)c1cccc([N+](=O)[O-])c1	0.3	-3	3	9	1

No.	CHO-K1 Ca antag	CHRM5 agonist	CHRM5 antagonist	M1 PAM parental
3	-21	2	10	5
24	10	2	10	-13

Additional compounds follow.
No.	mol	CHO-K1 Ca ag	M4 antag	M4 ag	CHRM4 PAM	M5 PAM
25	Cn1c(=O)n(C)c2cc(S(=O)(=O)NCc3ccccc3)ccc21	1.1	5	2	-6	-11
26	CC1CC(C)CN(C(=O)CCn2c(=O)oc3ccccc32)C1 (stereo unspecified)	0.4	-18	2	4	4
27	COc1cc(CN2CCCC(N3CCc4ccccc4C3)C2)c(Cl)cc1O (stereo unspecified)	0.6	6	0	-6	-5
28	CC(C(N)=O)N1C(=O)NC2(CCCc3ccccc32)C1=O (stereo unspecified)	0.6	-8	1	0	4
29	Cc1cc(C)c(NC(=O)CSc2ccc(-c3ccccn3)nn2)c(C)c1	0.2	11	0	-2	3
30	CC1=C(C(=O)N2CCOCC2)CC(CC(=O)NC2CCCCC2)C(=O)N1Cc1ccccc1 (stereo unspecified)	-0.1	-1	1	4	3
31	CCOC(=O)c1sc(C)c2c1NC1(CCCCCC1)NC2=O	-0.5	-1	-1	-11	1
32	CCn1c(CNC(=O)c2ccccc2F)cc2cc(C)ccc21	-0.3	-14	0	-2	-2
33	Cc1nc(C)c(/C(O)=C\c2nc3ccc([N+](=O)[O-])cc3oc2=O)o1	0.4	-1	1	-2	6
34	S=C(NCc1ccccc1)NCc1cccc(Cl)c1	3.3	-7	4	-6	-4
35	Cc1cccc2cc(C#N)c(NCCNS(=O)(=O)c3ccc4c(c3)OCCO4)nc12	0.2	13	2	12	8
36	CCOC(=O)c1ccc(Oc2c(C)oc3cc(OS(C)(=O)=O)ccc3c2=O)cc1	5.1	-5	6	3	-3

No.	CHO-K1 Ca antag	CHRM5 agonist	CHRM5 antagonist	M1 PAM parental
25	-5	5	2	16
26	-2	-3	0	9
27	-1	-10	8	11
28	-2	-3	8	-4
29	3	-3	0	-19
30	0	1	-2	0
31	10	-1	2	-11
32	31*	-5	7	-24
33	-10	1	5	15
34	60*	-4	5	10
35	15	1	-7	8
36	-5	-1	1	7

Continued.
No.	mol	CHO-K1 Ca ag	M4 antag	M4 ag	CHRM4 PAM	M5 PAM
37	CCn1cnc2sc(C(=O)Oc3cccc(C)c3)c(C)c2c1=O	15*	-4	2	8	-4
38	C[C@@H]1CN([C@@H](C)CO)C(=O)CCCn2nncc2CO[C@H]1CN(C)C(=O)C1CC1	-0.2	7	0	-2	1
39	O=C(NCc1ccccc1)c1cc(C2CCCCN2C(=O)CCc2ccccc2)on1 (stereo unspecified)	0.3	4	1	-7	-8
40	CC1(NCc2ccc(Cl)cc2)COP(=O)(NCc2ccccc2)OC1 (stereo unspecified)	-0.3	-11	0	6	11
41	CCC1(C)Cc2ccccc2C(=S)N1 (stereo unspecified)	0.2	-3	0	-2	-2
42	Cc1ccc(S(=O)(=O)NC2=NCN(C3CCN(Cc4ccccc4)CC3)CN2)cc1	0.2	3	0	-3	-3
43	Cc1ccccc1NC(=O)Cc1cn(C)c2ccccc12	0.6	10	0	8	1
44	CN1C(=O)c2ccc(NC(=O)CCS(=O)(=O)c3ccccc3)cc2C1=O	1.4	-10	2	5	3
45	CC1CN(C(=O)C2CCCC2)C(C)CN1C(=O)C1CCCC1 (stereo unspecified)	0.2	1	1	-8	-6
46	COc1ccc(NC(=O)C2CCCN(CCCc3ccccc3)C2)cc1OCC(C)C (stereo unspecified)	9.1	29*	32	-18	-2
47	Brc1ccc(-c2nnc3n2C2(CCCC2)Cc2ccccc2-3)o1	0.6	-2	1	-7	-4
48	O=C(c1cc(-c2ccccc2)n[nH]1)N1CCc2c([nH]c3ccccc23)C1c1ccccn1 (stereo unspecified)	0.6	-2	2	0	-10

No.	CHO-K1 Ca antag	CHRM5 agonist	CHRM5 antagonist	M1 PAM parental
37	3	-3	2	17
38	-7	2	2	12
39	3	-1	13	-13
40	-17	4	0	15
41	3	-2	4	11
42	-10	-8	1	13
43	-9	-1	0	26
44	-13	12	-4	5
45	-4	-1	9	9
46	-1	-11	8	10
47	9	1	1	1
48	-3	0	17	6

Records listed above shown as hits in M4 antag:
cpd | Compound | M4 antag | M4 ag | CHRM4 PAM | M5 PAM | CHRM5 agonist | CHRM5 antagonist
46 | COc1ccc(NC(=O)C2CCCN(CCCc3ccccc3)C2)cc1OCC(C)C (stereo unspecified) | 29* | 32 | -18 | -2 | -11 | 8

Entries by screen from the entries so far:
Nos. 40 to 46 in CHRM5 antagonist, in turn: 0, 4, 1, 0, -4, 9, 8
Nos. 40 to 46 in M1 PAM parental, in turn: 15, 11, 13, 26, 5, 9, 10

New compounds follow
No.	mol	CHO-K1 Ca ag	M4 antag	M4 ag	CHRM4 PAM	M5 PAM
49	C/C(CC(=O)Nc1cccc(Cl)c1C)=N\NC(=O)Cc1csc(N)n1	0.4	-8	0	8	-2
50	O=C(O)c1ccccc1SCCS(=O)(=O)c1ccc(Cl)cc1Cl	1.9	5	1	5	2
51	COC(CNC(=O)C1CCCN(S(=O)(=O)c2ccc3c(c2)oc(=O)n3C)C1)OC (stereo unspecified)	1.1	-4	1	-1	-2
52	Oc1ccc(Cl)cc1CNCC1CCCCC1	5.1	1	10	2	7
53	COc1ccc(-c2nc3c(c(=O)[nH]c(=O)n3Cc3ccccc3)n2C)cc1	0.0	-2	0	10	-2
54	C=CCn1c(SCc2ccc3c(c2)OCO3)nc2scc(-c3ccco3)c2c1=O	0.3	2	1	-1	-6
55	CCOc1ccc(NC(=O)CSc2nc3[nH]ncc3c(=O)n2-c2ccccc2OC)cc1	-0.1	8	0	13	3
56	CCOC(=O)C1CCN(C(=O)CCCn2c(=O)c3cccn3c3cccnc32)CC1	1.1	9	2	0	-3
57	CN(C)C(=O)COC(=O)c1ccc(S(=O)(=O)NCc2ccco2)cc1	0.4	-4	0	-3	-1
58	Cc1ccc(C(=O)NCC(=O)Nc2ncccc2C)s1	0.2	4	0	0	1
59	O=C1Nc2ccccc2/C1=C/c1ccccc1Cl	1.1	-12	1	-2	1
60	CC(=O)Nc1ccc(OCc2cccc([N+](=O)[O-])c2)cc1	2.3	-4	5	-7	-4

No.	CHO-K1 Ca antag	CHRM5 agonist	CHRM5 antagonist	M1 PAM parental
49	-14	0	5	25
50	-13	-3	2	0
51	-12	-2	15	5
52	-1	4	19	3
53	1	4	-5	1
54	-1	3	4	8
55	-6	1	-6	18
56	-5	-2	0	2
57	-10	2	7	17
58	0	2	-2	6
59	-17	-6	3	-13
60	-4	1	2	17
